Screening data: PubChem BioAssay, Southern Research Specialized Biocontainment Screening Center
M. tuberculosis HTS: M. tuberculosis growth inhibition, HTS (AID 449762); M. tuberculosis H37Rv growth inhibition, 7H9 media; higher % means a stronger effect; inhibition, % at 25 µM; hits with a dose series show IC50 in µM; 330,000 tested, 0.59% active; in the data active = a potency from the dose series; inconclusive = inhibition above about 70% without an active follow-up result;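 also: bacterial growth assessed after seven days of incubation; strong numbers were not always called active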
Salmonella PhoP GFP: PhoP regulon inhibitors, Salmonella typhi PhoP promoter GFP reporter, confirmatory (AID 1850); Salmonella Typhi PhoP-promoter GFP reporter, fluorescence, 4 h; higher % means a stronger effect; inhibition, % at 50 µM; hits with a dose series show IC50 in µM; 310,000 tested, 0.33% active; in the data active = a potency from the dose series; inconclusive = inhibition mostly from about 25% at the one dose, without a potency; inactive = the rest, 99 in 100 with inhibition below about 19%;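 also: 0% = induced wells with vehicle and 100% = uninduced wells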
M. tuberculosis: growth inhibition of non-replicating M. tuberculosis (AID 488890). Mycobacterium tuberculosis non-replicating, growth inhibition; higher % means a stronger effect. inhibition, % at 25 µM, or IC50 in µM where a hit was titrated. 320,000 tested, 0.39% active; in the data active = a potency from the dose series; inconclusive = inhibition mostly from about 82% at the one dose, without a potency; inactive = the rest, 99 in 100 with inhibition below about 76%;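 also: plate controls were DMSO cells for no effect and high antibiotic wells for full effect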
inhibitors of VEEV: inhibitors of VEEV TC-83 cytopathic effect, confirmation, Vero cells (AID 588727); Vero cells, VEEV TC-83 cytopathic effect inhibition; higher % means a stronger effect; inhibition, % at 20 µM, or IC50 in µM where a hit was titrated; 350,000 tested, 0.13% active; in the data active = a potency from the dose series; inconclusive = inhibition mostly from about 14% at the one dose, without a potency; inactive = the rest, 99 in 100 with inhibition below about 12%; also: strong numbers were not always called active
influenza NS1A: H1N1 influenza NS1A inhibitors, functional cell based assay (AID 504329) | NS1A functional cell-based assay, percent inhibition; higher % means a stronger effect | one-dose inhibition, % at 12.5 µM; IC50 in µM for titrated hits | 340,000 tested, 0.3% active; in the data active = a potency from the dose series; inconclusive = inhibition above about 27% without an active follow-up result; also: strong numbers were not always called active
inhibitors of VEEV 10K pilot screen: recorded beside inhibitors of VEEV, whose call it bears; inhibition, %; measured here: 10K pilot screen inhibition
Active calls of the source: *; i = inactive; ? = inconclusive; . = no result given; & = joins results of further samples.

SMILES	M. tuberculosis HTS	Salmonella PhoP GFP	M. tuberculosis	inhibitors of VEEV	influenza NS1A	others
NNC(=O)CN1C(=O)CN=C(c2ccccc2)c2cc(Br)ccc21	-9.3%	8.7%	16.9%	1.4%	-2.5%
N#CC1(NC(=O)CN2CCN(S(=O)(=O)c3ccccc3F)CC2)CCCC1	-5.0%	-1.0%	-2.0%	0.5%	-6.3%
CNC(=O)NC(=O)COc1c(F)c(F)cc(F)c1F	6.4%	1.6%	-3.6%	0.4%	17.9%
Clc1cc2nc(-c3cccnc3Cl)[nH]c2cc1Cl	-7.2%	-3.7%	-13.0%	1.5%	-17.1%
Cc1ccc(CNC(=O)C2(S(=O)(=O)c3ccccc3)CC=CC2)cc1	-2.2%	-2.8%	-11.1%	0.9%	0.1%
CCn1c(SCC(=O)Nc2c(C#N)cnn2-c2ccccc2)nnc1-c1cccs1	-1.2%	3.0%	-2.3%	5.7%	.
COc1ccc(OC)c(NC(=O)CCNS(=O)(=O)c2cc(Br)cnc2N)c1	5.0%	-1.4%	-3.4%	4.5%	-1.5%
CCOC(=O)C1CCN(c2cc3c(cc2NC(=O)c2ccccc2Br)n(C)c(=O)n3C)CC1	?	-19.5%	7.5%	1.2%	18.9%
Cc1nn(C(C)C(=O)NCCCN2CCCCCC2)c(=O)c2c1sc1ccccc12 (stereo not given)	11.3%	-2.2%	?	i	10.6%
COCCNC(=O)c1onc(CSc2ccncc2)c1C(=O)NCCOC	-1.4%	-5.8%	-3.6%	1.4%	-8.0%
c1ccc(-c2cn(C[C@H]3CC[C@H](Cn4cc(-c5ccccn5)nn4)O3)nn2)nc1	-0.5%	4.4%	-4.5%	1.0%	3.19µM*
CN(c1ccccc1)S(=O)(=O)c1cccc(C(=O)NCc2ccccc2)c1	-11.7%	.	18.9%	5.0%	-7.5%
COc1cc(OC)cc(C(=O)NNC(=O)CCc2nc3ccccc3c(=O)[nH]2)c1	-5.7%	.	-14.7%	3.6%	-4.1%
Cc1ccc(NS(=O)(=O)c2cccc(C(=O)N3CCCCCC3)c2)cc1	-6.2%	-1.3%	-4.6%	5.9%	0.9%
O=C(N1CCN(c2ccccn2)CC1)C(Cl)(Cl)Cl	0.6%	-21.3%	30.4%	1.7%	-5.5%
Nc1c(Cl)ncnc1N/N=C/c1ccncc1	-1.9%	5.1%	3.6%	2.5%	.
COc1cccc(C2=NOC(C(=O)Nc3ccc4c(c3)OCO4)C2)c1OC (stereo not given)	-0.4%	-5.3%	39.6%	0.8%	1.1%
COC(=O)c1ccc(N2CCCCC2)c(N)c1	0.4%	4.6%	17.7%	i	11.9%
CC1CCCN(C(=O)CCNC(=O)Cn2cnc3ccccc3c2=O)C1 (stereo not given)	-8.6%	-1.3%	-7.4%	2.5%	-0.5%
Cc1cc(NC(=O)CSCc2nc(-c3cccc(Cl)c3)oc2C)no1	-7.4%	.	.	0.1%	8.7%
C=CCn1c(=NC(=O)c2cccc(N3C(=O)CCC3=O)c2)sc2cccc(OC)c21	-6.0%	-11.9%	-10.6%	13.2%	-10.0%
O=C(Nc1cccc2ccccc12)N1CCc2ccccc2C1	0.2%	-11.8%	28.6%	4.4%	7.2%	inhibitors of VEEV 10K pilot screen=3.7
CCn1c(SC(C)C(=O)NCC2CCCO2)nc2scc(-c3ccccc3)c2c1=O (stereo not given)	-4.2%	2.1%	6.8%	3.8%	-0.9%
Cc1ccc(C(C(=O)NCc2ccccc2)N(C(=O)c2csnn2)C2CC2)cc1 (stereo not given)	13.7%	-3.4%	7.0%	1.1%	-8.8%
CCC(C)NC(=O)Cn1c(=O)n(CCCCC(=O)NCc2ccco2)c(=O)c2ccccc21 (stereo not given)	-7.9%	19.4%	-0.2%	i	-38.1%
CCN(CC)c1ccc(/C=C2/C(=O)ON=C2C)cc1	10.5%	9.1%	36.2%	0.7%	22.3%
COc1ccc(CCN2CC(C(=O)NC3CCCCC3)CC2=O)cc1OC (stereo not given)	-3.5%	-10.2%	7.7%	0.2%	-11.4%
COc1cc2c(C#N)c(N3CCCC3)nc(N)c2c(N)n1	0.2%&-5.4%	-1.2%&-12.5%	1.9%&9.1%	11.0%&7.8%	-11.9%&2.2%
CCc1nn(C(CC)C(=O)NCCc2ccc(OC)cc2OC)c(=O)c2cc3occc3n12 (stereo not given)	7.3%	-7.2%	15.4%	0.1%	10.5%
Cc1ccccc1N=C1NC(=O)CC(c2ccccc2)S1 (stereo not given)	?	-7.8%	50.3%	3.0%	-6.4%
Cc1cccc(-c2csc(NC(=O)c3cnccn3)c2C(=O)OC(C)C)c1	0.9%	-2.0%	-3.9%	i	5.9%
COC(=O)[C@H](Cc1c[nH]c2ccccc12)NCc1cccc(B(O)O)c1	.	.	.	0.7%	-5.3%
N#Cc1c(N)c(C#N)c(-c2ccc3c(c2)OCO3)c2c1CCCC2	2.4%	-3.3%	-4.5%	3.8%	-8.0%
CC(C)NC(=O)CC1OC(=O)c2ccccc21 (stereo not given)	0.0%	-2.2%	-18.1%	0.9%	-2.2%
Cn1cccc1C(=O)NCC(c1ccco1)N1CCCCC1 (stereo not given)	6.0%	1.7%	8.0%	0.8%	0.7%
CCOC(=O)Cc1csc(NC(=O)c2sc3nc4ccc(C)cc4cc3c2N)n1	6.7%	-5.8%	8.1%	5.4%	3.3%
COC(=O)CSc1nc2nc(C)cc(C)n2n1	-8.1%	-9.7%	-3.7%	1.2%	3.2%
CC(=O)NC12CC3CC(C1)CC(C(=O)N1CCN(S(=O)(=O)c4ccc(C(C)C)cc4)CC1)(C3)C2	-3.0%	-0.4%	10.9%	2.2%	-7.3%
C/C(CCN1CCc2nc(-c3ccccc3)c(-c3ccccc3)cc2C1)=N\O[C@@H](C)c1cn([C@H](CO)Cc2ccccc2)nn1	-1.0%	-12.3%	53.8%	.	.
c1ccc2c(c1)nnn2-c1ncnc2sc3c(c12)CCCC3	0.3%	-3.4%	5.2%	2.2%	-5.3%
CC(C)(C)NC(=O)NC(=O)CSc1ncn[nH]1	5.3%	6.3%	-3.9%	0.7%	-2.1%
O=P(N[C@@H](c1ccccc1)[C@@H]1C[C@H]1CO)(c1ccccc1)c1ccccc1	2.3%	-1.9%	-1.9%	0.0%	6.3%
Cc1cc(C)nc(SCC(=O)n2c3c(c4ccccc42)CCCC3)n1	5.6%	-9.2%	-5.2%	0.5%	4.3%
CC(C)c1cc(-c2cc(-c3ccc(Cl)cc3)on2)nc(NCC2CC2)n1	52.7%	4.8%	-10.9%	2.1%	-20.3%
COc1ccc2c(c1)c(C(C)=O)c(C)n2C	4.3%	7.0%	-6.3%	2.4%	-7.0%
O=C(COc1cccc2cccnc12)N1CCc2ccccc2C1	1.9%	-1.7%	-0.1%	i	0.1%
C#CCN1C=CC(=O)[C@@H](OC(=O)Nc2ccc(OC)cc2)[C@H]1c1ccccc1Br	.	.	.	0.4%	-10.8%
Cc1cccc2cc3c(nc12)-c1ccccc1C3=O	1.3%	-3.1%	-3.4%	i	-17.8%
Cc1ccc(C(=O)/C=C/Nc2ccccn2)cc1	-5.5%	-3.0%	-4.4%	0.3%	-5.0%
O=C(CN1C(=O)NC2NC(=O)NC21)N/N=C/c1ccccc1O (stereo not given)	-8.3%	6.6%	-7.5%	0.2%	7.8%
CCOC(CNC(=O)CCc1c(C)nc2ncnn2c1C)OCC	-0.8%	-10.6%	-5.3%	0.4%	-3.0%
COc1ccc(-n2cc(-c3ccccc3)c3c(NCCCN4CCOCC4)ncnc32)cc1	63.9%	7.6%	54.1%	8.2%	4.8%
N#Cc1ccc(NC(=O)COC(=O)CSc2nnc(-c3ccc(Cl)cc3)o2)cc1	?	-6.0%	?	0.6%	8.6%
O=C(NCCOc1cccc(Oc2ccccc2)c1)c1cc(-n2cnnc2)ccc1Cl	-8.8%	0.8%	28.5%	i	3.1%
O=c1[nH]c2c(s1)C=Nc1ccccc1N2	-0.8%	-81.4%	-5.9%	0.1%	4.8%
Cc1noc(NS(=O)(=O)c2ccc(NC(=O)CSc3nc4ccccc4s3)cc2)c1C	-2.6%	-4.1%	25.7%	1.7%	2.1%
N#Cc1ccc(CO/N=C/c2ccccc2)cc1	5.5%	13.2%	8.1%	0.3%	10.4%
CCOC(=O)CCn1cc(F)c(=O)[nH]c1=O	-7.3%	12.4%	-8.5%	0.2%	-7.9%
N#Cc1c(C#N)c(-c2ccccc2)n(-c2ccccc2)c1N	1.5%	-2.0%	-1.6%	5.2%	1.9%
COc1ccccc1CN1C[C@@H]2C[C@@H](c3cccc(C)n3)N3CCC[C@@]23C1=O	1.5%	8.0%	21.1%	i	0.7%

Fetched by structure from the list above (6):
SMILES	M. tuberculosis HTS	Salmonella PhoP GFP	M. tuberculosis	inhibitors of VEEV	influenza NS1A	others
Cc1ccc(C(=O)/C=C/Nc2ccccn2)cc1	-5.5%	-3.0%	-4.4%	0.3%	-5.0%
N#Cc1c(C#N)c(-c2ccccc2)n(-c2ccccc2)c1N	1.5%	-2.0%	-1.6%	5.2%	1.9%
O=C(CN1C(=O)NC2NC(=O)NC21)N/N=C/c1ccccc1O (stereo not given)	-8.3%	6.6%	-7.5%	0.2%	7.8%
O=P(N[C@@H](c1ccccc1)[C@@H]1C[C@H]1CO)(c1ccccc1)c1ccccc1	2.3%	-1.9%	-1.9%	0.0%	6.3%
N#Cc1ccc(CO/N=C/c2ccccc2)cc1	5.5%	13.2%	8.1%	0.3%	10.4%
N#Cc1ccc(NC(=O)COC(=O)CSc2nnc(-c3ccc(Cl)cc3)o2)cc1	?	-6.0%	?	0.6%	8.6%

(listing goes on)
SMILES	M. tuberculosis HTS	Salmonella PhoP GFP	M. tuberculosis	inhibitors of VEEV	influenza NS1A	others
COc1ccc(/C=C(/CC(=O)NCc2ccc(Cl)cc2)c2nc3ccccc3s2)cc1	-4.8%	-6.7%	5.7%	0.2%	-1.6%
COc1cccc(CNC(=O)c2ccc(NC(=O)C3CCCO3)cc2)c1 (stereo not given)	-1.9%	4.2%	?	3.6%	-4.5%
CCc1nnc(NC(=O)c2ccc(S(=O)(=O)N(CC)CC)cc2)s1	1.5%	-8.8%	12.8%	1.6%	-1.8%
CCCCn1c(N)c(N(CC(C)C)C(=O)CSc2ccccc2C)c(=O)[nH]c1=O	-4.6%	1.0%	-8.2%	10.8%	3.7%
S=C(N/N=C/c1ccco1)NC1CC2CCC1C2 (stereo not given)	?	1.0%	11.8%	2.6%	-22.7%
CCOC(=O)Cn1c(=O)oc2cc(S(=O)(=O)NCCc3ccc(C)cc3)ccc21	0.8%	-9.3%	.	1.3%	3.4%
O=C1C2CCCN2C(c2ccc(Cl)cc2)N1c1ccccn1 (stereo not given)	-5.1%	-13.6%	2.1%	1.8%	4.8%
COc1ccc(/C=N/NC(=O)CN(C)S(=O)(=O)c2ccc(NC(C)=O)cc2)cc1	6.2%	8.1%	1.8%	0.1%	-4.2%
CN1C(=O)C(c2nnc(Nc3cccc4ccccc34)s2)C2CC1(C)Oc1ccccc12 (stereo not given)	-0.6%	-14.7%	50.0%	5.6%	4.9%
Cc1cccc(/C(N)=N/OC(=O)c2ccoc2C)c1	7.7%	-14.3%	-1.3%	i	-0.2%
CN(C)S(=O)(=O)c1ccc(NC(=O)CN2C(=O)NC(Cc3ccccc3)C2=O)cc1 (stereo not given)	-10.5%	.	9.4%	2.0%	-5.9%
Cc1noc(C)c1COc1ccccc1C(=O)N(C)Cc1ccc(F)cc1	.	.	.	6.6%	-18.4%
COc1ccc(-c2nn(C)c3sc(C(=O)N4CCOCC4)cc23)cc1OC	-5.5%	-9.7%	-2.5%	2.1%	11.5%
CCCCn1c(N)c(N(CCC(C)C)C(=O)C2CCCC2)c(=O)[nH]c1=O	0.5%	.	-10.1%	2.3%	-2.8%
O=C(COC(=O)c1cc[n+]([O-])cc1)NC(=O)c1ccc(OC(F)F)cc1	-1.1%	.	-2.6%	i	-15.3%
CSc1nnc(-c2ccncc2)n1/N=C/c1cn(-c2ccccc2)nc1-c1ccc(Cl)cc1	9.4%	-5.1%	9.1%	i	-10.3%
CC(C(=O)NCc1ccccc1Cl)n1cc([N+](=O)[O-])cn1 (stereo not given)	6.8%	-6.7%	11.1%	0.2%	-2.6%
COc1ccc(C2/C=C\CN(S(=O)(=O)c3ccc4ccccc4c3)CC(=O)N2Cc2ccc(F)cc2)cc1 (stereo not given)	-1.7%	-6.5%	9.1%	0.4%	-5.6%	inhibitors of VEEV 10K pilot screen=1.2
